GPR7 antagonist – blocks human GPR7 receptor signaling; AID 1861; 290,000 compounds, 1.1% hits; inhibition, % at 4.4 µM; P48145; GPR7-expressing cells, fluorescence antagonist assay; in the data active = inhibition above about 16%, passing the limit was not always enough;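 note: cells stimulated with the agonist NPW; 0% = agonist with vehicle and 100% = vehicle without agonist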
PHOSPHO1 inh – PHOSPHO1 (human) inhibition. Q8TCT1. recombinant PHOSPHO1, absorbance phosphatase assay. inhibition, % at 13.3 µM. 290,000 compounds, 1.1% hits. AID 1565; in the data active = inhibition above about 60%
IDE inh – inhibitors of human insulin-degrading enzyme in cells | P14735 | HEK cells, FAbetaB cleavage, fluorescence polarization | inhibition, % at 5.59 µM | 320,000 compounds, 0.41% hits;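 active = percent inhibition above the average of all tested compounds plus 3 SD, set per screening campaign, cut at about 16% in these data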;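 note: IDE supplied by intact live HEK cells; FP after avidin binding of uncleaved biotin substrate so inhibition keeps polarization high; 0% = DMSO wells and 100% = 60 µM reference IDE inhibitor Ii1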
Target sequence (P14735 whole entry, looked up): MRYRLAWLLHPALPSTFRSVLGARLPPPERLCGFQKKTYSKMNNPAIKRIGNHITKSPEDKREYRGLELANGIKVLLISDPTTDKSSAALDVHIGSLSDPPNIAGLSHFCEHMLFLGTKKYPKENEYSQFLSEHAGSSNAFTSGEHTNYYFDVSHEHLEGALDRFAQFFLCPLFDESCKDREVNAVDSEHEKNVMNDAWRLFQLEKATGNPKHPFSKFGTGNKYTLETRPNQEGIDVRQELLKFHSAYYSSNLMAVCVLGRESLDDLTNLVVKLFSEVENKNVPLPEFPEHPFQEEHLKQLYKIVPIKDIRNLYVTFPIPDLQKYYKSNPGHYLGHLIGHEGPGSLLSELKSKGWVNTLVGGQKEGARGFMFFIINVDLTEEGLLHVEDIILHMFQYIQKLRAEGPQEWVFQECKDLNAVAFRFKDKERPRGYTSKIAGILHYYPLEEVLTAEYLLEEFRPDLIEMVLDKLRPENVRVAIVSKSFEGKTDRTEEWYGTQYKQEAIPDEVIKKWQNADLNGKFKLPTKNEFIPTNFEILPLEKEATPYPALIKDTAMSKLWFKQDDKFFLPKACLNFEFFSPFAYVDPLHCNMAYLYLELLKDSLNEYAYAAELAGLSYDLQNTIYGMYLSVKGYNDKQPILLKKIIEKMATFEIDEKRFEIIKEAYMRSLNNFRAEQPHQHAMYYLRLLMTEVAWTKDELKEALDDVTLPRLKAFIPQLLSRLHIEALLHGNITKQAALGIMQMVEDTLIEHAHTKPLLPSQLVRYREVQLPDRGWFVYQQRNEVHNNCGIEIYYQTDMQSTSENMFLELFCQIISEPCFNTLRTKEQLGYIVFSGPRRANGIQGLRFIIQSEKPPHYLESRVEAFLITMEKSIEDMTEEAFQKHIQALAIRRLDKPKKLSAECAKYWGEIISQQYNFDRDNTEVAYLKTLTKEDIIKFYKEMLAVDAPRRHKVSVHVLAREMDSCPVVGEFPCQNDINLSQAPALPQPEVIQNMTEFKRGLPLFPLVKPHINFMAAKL
M18AAP inhibitor – blocks P. falciparum M18 aspartyl aminopeptidase | recombinant PfM18AAP, H-Glu-NHMec fluorogenic cleavage | 290,000 compounds, 1.2% hits | inhibition, % at 7.35 µM;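 active = inhibition above the campaign mean inhibition over all tested compounds plus 3 SD, cut at about 28% in these data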;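 note: 0% = plate median of test compound wells and 100% = 2 mM ZnCl2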
NALP1 inh – NALP1 inhibition; inhibition, % at 10 µM; AID 2071; 280,000 compounds, 0.61% hits; S. cerevisiae NALP1/ASC/caspase-1 growth, X-gal OD620, 72 h; in the data active = inhibition mostly above about 24%, no sharp cut-off; inactive = mostly below about 32%; note: some compounds called inactive have numbers as strong as hits
pCIP destab – p/CIP protein destabilization. Q05BA5. F442A p/CIP-EGFP cells, EGFP fluorescence, 16 h. decrease of EGFP signal, % at 10 µM. 290,000 compounds, 0.01% hits. AID 1984;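 active = EGFP signal decrease of at least 30% at 10 µM or well 3 SD below plate mean, unless failing retest; inactive = the rest, including hits failing retest or dose response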; note: some compounds called inactive have numbers as strong as hits; many of its hits are not listed in these tables
IMP-1 inh – inhibitors of Pseudomonas aeruginosa IMP-1 metallo-beta-lactamase; inhibition, % at 5.6 µM; purified IMP-1, nitrocefin hydrolysis, epi-absorbance fluorescence; AID 1556; 290,000 compounds, 0.45% hits;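 active = inhibition above the mean plus 3 SD of all compounds in the same screening run, cut at about 4.5% in these data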;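 note: 0% = IMP-1 with DMSO and 100% = DMSO wells lacking enzyme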
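System: Purified IMP-1 | Read-out basis: Percent enzyme inhibition | Controls: IMP-1 with DMSO as 0%, enzyme-free DMSO as 100% | Replicates: One well per compound | Doses: 5.6 µM nominal single concentration | Detection: Epi-absorbance fluorescence, 480 nm excitation, 530 nm emission | Incubation: 25 °C, 15 min preincubation, 25 min reaction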
VIM-2 inhibitor – inhibitors of Pseudomonas aeruginosa VIM-2 metallo-beta-lactamase | purified VIM-2, nitrocefin hydrolysis, epi-absorbance fluorescence | inhibition, % at 5.6 µM | 290,000 compounds, 0.89% hits | AID 1527;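 active = inhibition above the mean of all tested compounds plus 3 SD, cutoff set per screening run, cut at about 7.5% in these data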;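 note: red hydrolysis product quenches plate fluorescence so inhibitors raise well fluorescence; 0% = enzyme with DMSO and 100% = DMSO without enzyme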
IDE cell activ – activators of human insulin-degrading enzyme in cells | P14735 | HEK cells, FAbeta-B cleavage, fluorescence polarization; 0% vehicle, 100% cell-free pure enzyme wells | activation, % at 5.96 µM | 340,000 compounds, 0.073% hits | AID 493087;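 active = activation above the mean of all tested compounds plus 3 SD, set per screening campaign, cut at about 17% in these data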
Active calls of the source: *; / = no result given. Not a hit list. Share with any hit: about 5.3%.

Sequence of screens – GPR7 antagonist	PHOSPHO1 inh	IDE inh	M18AAP inhibitor	NALP1 inh	pCIP destab	IMP-1 inh	VIM-2 inhibitor	IDE cell activ
1	CCOC(=O)c1cc(C#N)c(SCc2cccc3ccccc23)nc1C
→ -15.2	2.5	0.1	13.8	-5.0	6.3	-3.4	-0.1	-2.8
2	CC(C)(C)c1ccc(OCC(=O)N/N=C/C2CC=CCC2)cc1 (stereo unspecified)
→ -19.5	0.3	0.4	9.3	9.9	20.8	-1.7	-3.0	0.1
3	COc1ccc(N(CC(=O)NCCC2=CCCCC2)S(=O)(=O)c2ccc(C)cc2)cc1
→ -1.3	12.0	6.8	2.1	10.3	-1.9	-5.2	-2.7	/
4	O=C(NCc1ccco1)C1CCN(C(=O)c2ccc(Cl)cc2Cl)CC1
→ 2.2	10.5	2.4	21.6	4.4	-11.3	-3.1	-2.2	2.2
5	CCc1ccc(-c2cc(C)no2)cc1S(=O)(=O)N1CCN(c2ccccn2)CC1
→ -10.6	27.9	-1.2	-1.1	15.9	-42.5	-1.4	-1.4	4.6
6	CCCc1noc2c1C(c1cc(Br)ccc1F)C(C#N)=C(N)N2 (stereo unspecified)
→ -3.7	-9.5	-5.6	-8.0	5.3	-15.0	-0.9	3.2	0.3
7	O=C(c1cccc(F)c1)N1CCN(c2cccc(C(F)(F)F)c2)CC1
→ -2.7	15.6	5.8	-0.8	-10.1	-1.0	-2.5	-3.2	3.3
8	CS(=O)(=O)N1CCN(c2ccc([N+](=O)[O-])cc2C(F)(F)F)CC1
→ -11.4	32.7	2.7	-5.3	-4.4	-0.9	-2.0	-2.2	-0.7
9	Cc1ccc(NC(=O)c2cc(NC(=O)CCC(=O)O)ccc2N2CCCCC2)cc1
→ -1.5	26.1	-1.9	1.9	4.7	-4.6	-1.9	-1.6	-1.3
10	Cc1c(OCC(=O)NCC(O)c2ccccc2)ccc2c3c(c(=O)oc12)CCC3 (stereo unspecified)
→ 6.2	42.2	-0.8	0.8	9.7	2.1	-0.4	20.0*	-3.7
11	Cc1ccccc1Cn1cc(C)c(=O)[nH]c1=O
→ -2.0	29.2	1.8	-1.8	2.4	-3.4	-0.6	-1.7	2.6
12	Cc1cccc(N2CCN(C(=O)Cn3cnc4c3c(=O)n(C)c(=O)n4C)CC2)c1C
→ -5.0	-29.1	2.2	1.9	-1.8	-11.0	-4.7	0.3	2.0
13	O=C1C(=O)N(Cc2cccnc2)C(c2cccc([N+](=O)[O-])c2)/C1=C(\O)c1ccc2c(c1)OCCO2 (stereo unspecified)
→ -3.8	48.8	0.6	8.1	-9.1	2.7	-1.1	-5.0	-4.7
14	O=C(Cc1ccccc1)c1nnc(-c2ccccc2)o1
→ -11.3	28.3	-11.3	-0.2	7.6	-7.7	-3.3	-1.9	5.7
15	C[C@]12C=CC(=O)C=C1CC[C@@H]1[C@@H]2[C@@H](O)C[C@@]2(C)[C@H]1CC[C@]2(O)C(=O)CO
→ 3.8	30.6	-3.1	-1.5	19.0	-13.3	-1.0	-1.6	0.8
16	O=c1nc2ccccc2c(NS(=O)(=O)c2ccccc2)n1-c1ccccc1
→ -0.4	32.9	3.6	-6.8	4.6	-7.2	-3.2	1.4	2.3
17	O=C1[C@@H]2C(Cc3ccc(O)cc3)NC3(C(=O)Nc4ccc(F)cc43)[C@@H]2C(=O)N1c1ccc(F)cc1 (stereo partly specified)
→ 33.9	-7.2	0.9	6.2	-4.1	-3.5	1.3	2.2	5.3
18	Cc1nn(-c2ccccc2)c(C)c1C(=O)OCC(=O)c1c(N)n(CC(C)C)c(=O)n(C)c1=O
→ -0.2	-25.9	9.0	-1.8	-5.1	-20.1	-1.3	0.0	-2.1
19	CCN1C(=O)[C@H]2[C@@H](c3ccc(C)cc3)N3C(=O)N(c4ccccc4)C(=O)[C@@]3(Cc3ccccc3)[C@H]2C1=O
→ -1.6	-7.3	-2.4	5.5	10.2	-11.5	-2.9	-2.2	2.0
20	CN(C)c1ccc(CNc2nc3ccccc3s2)cc1
→ -13.2	29.1	-6.3	4.0	-4.2	-0.2	-3.0	-2.1	/

Looked up above.
`O=C(c1cccc(F)c1)N1CCN(c2cccc(C(F)(F)F)c2)CC1` in M18AAP inhibitor → -0.8
`O=c1nc2ccccc2c(NS(=O)(=O)c2ccccc2)n1-c1ccccc1` in IMP-1 inh → -3.2
`O=C(Cc1ccccc1)c1nnc(-c2ccccc2)o1` in VIM-2 inhibitor → -1.9

(more compounds)
Sequence of screens – GPR7 antagonist	PHOSPHO1 inh	IDE inh	M18AAP inhibitor	NALP1 inh	pCIP destab	IMP-1 inh	VIM-2 inhibitor	IDE cell activ
21	COc1ccc(CCNC(=O)c2cc(-c3ccccn3)nc3c(Cl)cccc23)cc1OC
→ 8.2	27.4	0.1	2.7	8.3	-14.9	0.0	1.5	-3.4
22	CCCC(C)C(=O)Nc1nnc(CCc2ccccc2)s1 (stereo unspecified)
→ -9.8	24.3	-4.5	-4.6	-65.0	-3.2	-2.0	-1.3	3.9
23	O=C(Nc1cc(Cl)ccc1O)c1cc2n(n1)C(C(F)(F)F)CC(c1ccc3c(c1)OCO3)N2 (stereo unspecified)
→ 22.4	-20.7	3.1	6.3	24.7	7.8	-2.3	-3.8	-7.6
24	COc1cc(/C=N/NC(=O)CNC(=O)c2ccccc2)ccc1OC(=O)c1cccs1
→ 4.5	-8.6	-6.2	1.8	29.2	-2.0	-2.7	-1.7	0.8
25	Cc1ccc(C(=O)c2cc3c(cc2N)OCCO3)cc1
→ -2.8	-2.0	-1.4	-0.7	32.9	3.5	-2.0	4.3	3.8
26	CN1CCN(S(=O)(=O)c2ccc3c(c2)NC(=O)CS3)CC1
→ -10.6	-4.3	-1.4	0.8	-0.4	-16.3	-3.1	-1.9	3.0
27	Cc1cccc(CCNC(=O)CC2C(=O)NCCN2Cc2ccc(F)c(F)c2)n1 (stereo unspecified)
→ -3.3	14.7	-0.9	3.6	-5.7	-15.2	-1.2	-4.5	-4.1
28	CCOc1ccc(CNC(=O)CCS(=O)(=O)Cc2cccc(Cl)c2)cc1OC
→ 2.6	18.2	10.5	-2.9	3.4	-6.6	-2.1	-3.0	7.1
29	Cc1ccc(-n2nc3c(=S)[nH]nc(C)c3c2C)cc1
→ -13.6	-36.9	-1.6	-1.3	34.1	-4.3	-1.3	7.6	1.3
30	COc1cc(OC)c2c(-c3ccccc3)cc(=O)oc2c1C(CC(=O)N1CCOCC1)c1ccc(N(C)C)cc1 (stereo unspecified)
→ /	35.7	7.4	/	8.1	-5.0	/	/	10.5
31	CNC(=S)N1CCn2cccc2C1c1ccc(F)cc1 (stereo unspecified)
→ -0.6	10.5	-2.8	-1.8	15.5	19.9	-2.5	-2.6	-1.5
32	O=C(NCCCc1ccccc1)c1ccc(F)cc1
→ -1.6	27.3	-4.5	-8.2	23.8	3.2	-0.6	-1.7	-2.1
33	COc1cccc(CSc2nnc(-c3ccc(F)cc3)o2)c1
→ 11.5	15.4	-4.4	-0.9	18.0	-7.5	0.6	-0.2	-1.8
34	Cc1ccc(-n2ncc3c(=O)n(CC(=O)Nc4cccc(Cl)c4)cnc32)cc1C
→ -3.4	-13.2	4.9	-3.1	0.0	0.4	-0.4	-2.2	2.8
35	O=C1c2ccsc2SCCN1Cc1cccc(Cl)c1
→ 11.3	-6.4	2.4	-3.2	9.3	-11.8	-1.8	1.2	-0.1
36	Cc1ccc(S(=O)(=O)Nc2ccc3c(c2)C(=O)NC3=O)cc1[N+](=O)[O-]
→ -19.3	36.6	-1.8	-1.5	16.4	0.5	-1.3	-0.6	0.6
37	CCN(CC)CCCNC(=S)N(CCO)Cc1cc2cc3c(cc2[nH]c1=O)OCCO3
→ -13.1	14.1	-0.4	13.0	0.3	6.0	-1.9	-1.0	-0.1
38	Cc1cccc2cc(C(c3nnnn3CC3CCCO3)N3CCCC4(CCCCC4)C3)c(=O)[nH]c12 (stereo unspecified)
→ 5.4	37.3	/	4.5	-6.2	-3.2	-0.5	1.4	/
39	Cc1nc(SC(C)C(=O)NC2CCCCC2C)c2c(C)c(C)sc2n1 (stereo unspecified)
→ -1.6	21.2	1.7	1.6	14.7	-0.7	0.7	-1.9	-0.7
40	COc1ccc(Cl)cc1NC(=O)CN1CCN(S(=O)(=O)c2ccc(F)cc2)CC1
→ 13.4	-7.2	14.4	-5.5	-48.6	-6.7	-3.9	-3.6	-13.3
41	O=C(NCc1ccc(Cl)cc1)c1ccc(-n2cccn2)nc1
→ 5.7	32.6	0.3	4.8	15.1	0.7	-1.8	-2.0	2.3
42	Cc1cc(C)c(C)c(OCCN2CC(C)OC(C)C2)c1 (stereo unspecified)
→ -15.2	13.9	-3.5	2.9	4.4	-12.4	2.1	0.3	-1.3
43	COc1c(Cl)cc(C(=O)Nc2ccccc2-c2ccccc2)cc1Cl
→ -0.5	49.5	-6.2	-6.8	22.4	-4.1	-2.9	-0.7	5.6
44	CCCCC(=O)Nc1nnc(SCC(=O)N2CCN(c3ccccc3OC)CC2)s1
→ 0.8	27.2	-5.0	4.0	1.3	-14.6	-3.4	-4.9	3.7
45	Cc1nc2sc3c(c2c2nnc(SCC(=O)NCc4ccco4)n12)CCCC3
→ -5.4	-7.7	4.3	1.9	14.7	-10.9	-1.1	1.2	2.5
46	COc1cccc(CN2CCN(c3ncccn3)CC2)c1
→ 1.4	3.4	-3.1	2.0	5.6	-3.2	-2.6	-3.0	-1.2
47	COc1ccccc1-c1coc2c(CN3CCCCC3C)c(O)ccc2c1=O (stereo unspecified)
→ -2.9	3.1	2.0	4.4	-2.9	-7.2	-6.4	-2.1	6.4
48	O=C1CSC(c2cn(-c3ccccc3)nc2-c2cc3ccccc3oc2=O)N1Cc1cccnc1 (stereo unspecified)
→ -0.6	15.7	-0.3	4.6	-7.2	-9.0	-5.8	-3.7	-2.9
49	COc1cc2c(cc1OC)CN(C(=O)CSc1nc3[nH]ncc3c(=O)n1-c1ccccc1)CC2
→ -12.4	-22.1	10.2	31.3*	39.8	-7.6	-2.2	-2.6	/

Just M18AAP inhibitor, NALP1 inh and pCIP destab (2 entries from above):
| item | Compound | M18AAP inhibitor | NALP1 inh | pCIP destab |
| --- | --- | --- | --- | --- |
| 11 | Cc1ccccc1Cn1cc(C)c(=O)[nH]c1=O | -1.8 | 2.4 | -3.4 |
| 12 | Cc1cccc(N2CCN(C(=O)Cn3cnc4c3c(=O)n(C)c(=O)n4C)CC2)c1C | 1.9 | -1.8 | -11.0 |
